# GPR151 ag: activators of human GPR151; Q8TDV0; 1% of 650,000 active; PathHunter beta-arrestin GPR151 cells, luminescence; activation, % at 11.2 µM; in the data active means activation above about 4.9%;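 further: 0% = median of compound wells and 100% = cells with positive control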
# Target sequence (Q8TDV0 whole entry, looked up): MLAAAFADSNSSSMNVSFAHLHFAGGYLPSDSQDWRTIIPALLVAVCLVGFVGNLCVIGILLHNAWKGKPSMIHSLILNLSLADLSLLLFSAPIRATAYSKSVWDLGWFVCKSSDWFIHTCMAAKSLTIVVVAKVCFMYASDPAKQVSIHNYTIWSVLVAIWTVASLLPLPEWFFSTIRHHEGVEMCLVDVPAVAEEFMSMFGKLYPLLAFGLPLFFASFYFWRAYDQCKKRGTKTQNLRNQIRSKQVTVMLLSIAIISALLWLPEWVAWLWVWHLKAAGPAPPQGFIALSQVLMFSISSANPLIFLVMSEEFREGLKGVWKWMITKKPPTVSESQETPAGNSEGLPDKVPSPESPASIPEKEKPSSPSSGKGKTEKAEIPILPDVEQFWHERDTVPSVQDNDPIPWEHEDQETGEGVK
# TEAD-YAP inh: TEAD-YAP interaction inhibition; HEK-TIYL cells, TEAD-Gal4/YAP UAS-luciferase luminescence; inhibition, % at 9.12 µM; 1.4% of 640,000 active; in the data active means inhibition above about 32%;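 further: 0% = median of test compound wells and 100% = reference inhibitor wells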
# FBW7 activator: activators of human E3 ligase FBW7; Q969H0; AlphaScreen FBW7–phospho-cyclin E peptide binding, activator screen; normalized activity (activation), % at 26.1 µM; 0.13% of 650,000 active; AID 1259310; in the data active means normalized activity above about 1.9%;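 further: purified mutant Fbw7 with reduced substrate affinity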
# MITF primary: human MITF inhibition, primary screen; inhibition, % at 2.6 µM; AID 1259374; AlphaScreen MITF homodimerization, bead proximity signal; O75030; 0.91% of 650,000 active; in the data active means inhibition above about 50%;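 further: 0% = vehicle wells with protein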
# Target sequence (O75030 whole entry, looked up): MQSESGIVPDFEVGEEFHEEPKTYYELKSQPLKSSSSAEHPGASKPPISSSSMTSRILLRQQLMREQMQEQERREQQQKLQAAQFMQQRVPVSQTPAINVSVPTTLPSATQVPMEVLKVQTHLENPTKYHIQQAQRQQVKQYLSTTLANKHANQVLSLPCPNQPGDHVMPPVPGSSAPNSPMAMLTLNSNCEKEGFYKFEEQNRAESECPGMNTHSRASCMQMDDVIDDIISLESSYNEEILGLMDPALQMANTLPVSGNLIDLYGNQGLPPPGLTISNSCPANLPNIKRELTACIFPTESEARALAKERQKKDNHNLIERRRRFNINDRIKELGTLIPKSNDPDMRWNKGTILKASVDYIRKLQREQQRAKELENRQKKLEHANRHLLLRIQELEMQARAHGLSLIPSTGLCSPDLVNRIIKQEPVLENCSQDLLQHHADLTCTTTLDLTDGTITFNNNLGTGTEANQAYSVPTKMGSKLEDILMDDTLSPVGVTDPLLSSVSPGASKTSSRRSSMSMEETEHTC
# An asterisk follows results filed as active; & = joins results of further samples.
SMILES,GPR151 ag,TEAD-YAP inh,FBW7 activator,MITF primary
Clc1cccc(N2CCN(c3ncnc4c3c(-c3ccccc3)cn4-c3ccc(Br)cc3)CC2)c1,0.9,-5.6,0.6,7.6
COc1ccc(CNC(=O)CCCn2c(SCC(=O)NCc3ccco3)nc3cc4c(cc3c2=O)OCO4)cc1,0.1,2.5,-0.1,-1.5
O=C1NCC(c2ccccc2)C1C(=O)N/N=C/c1ccc(Cl)s1 (stereo not drawn),-1.3,-14.5,-0.1,-2.8
Cc1noc(C)c1CCC(=O)N1CCC[C@H](Cn2cc(C(=O)N3CCOCC3)nn2)C1,-0.6,-0.7,0.7,-1.4
CC(C)N(CCNC(=O)c1ccc(-c2cccc(N)c2)s1)C(C)C,0.3,-0.1,0.1,0.4
Cc1cc(-n2c(C)cc3ccccc32)n2nc(C)nc2n1,-0.2,0.6,0.0,-2.5
Cn1c(=O)c2ncn(CC(=O)N/N=C/c3ccc(O)cc3O)c2n(C)c1=O,1.6,5.4,-0.6,31.9
COc1cc(Nc2nc(-c3ccc(-c4ccccc4)cc3)cs2)c(OC)cc1Cl,-0.7,-1.1,0.0,13.7
CCOC(=O)C1CCCN(C(=O)C23CC4CC(CC(C4)C2)C3)C1 (stereo not drawn),-0.4,-4.2,0.1,4.1
CCOc1ccc(C(=O)NCc2nc(-c3ccc(OC)cc3)no2)cc1OCC,1.3,9.8,-0.1,10.7
Cc1cnc(C(=O)NCCc2ccc(F)cc2)cn1,-0.5,-18.2,0.2,26.8
Cc1nn(C)c(C)c1S(=O)(=O)N(CC(=O)N1CCCCC1C)c1ccc(C(C)C)cc1 (stereo not drawn),1.5,5.2,0.1,-1.6
Cc1noc(N)c1C(=O)Nc1ccc(C(F)(F)F)cc1,-0.5,7.9,0.0,-9.9
Cc1ccccc1C(=O)NCCc1ccccc1,-2.8,-19.8,0.3,-4.0
Cc1ccc(N2NC(=O)/C(=C/c3ccc(-c4cc([N+](=O)[O-])ccc4O)o3)C2=O)cc1,0.0,-4.5,0.2,22.4

# 12 compounds already listed, sorted by count of non-hydrogen atoms, falling:
SMILES,GPR151 ag,TEAD-YAP inh,FBW7 activator,MITF primary
COc1ccc(CNC(=O)CCCn2c(SCC(=O)NCc3ccco3)nc3cc4c(cc3c2=O)OCO4)cc1,0.1,2.5,-0.1,-1.5
Clc1cccc(N2CCN(c3ncnc4c3c(-c3ccccc3)cn4-c3ccc(Br)cc3)CC2)c1,0.9,-5.6,0.6,7.6
Cc1noc(C)c1CCC(=O)N1CCC[C@H](Cn2cc(C(=O)N3CCOCC3)nn2)C1,-0.6,-0.7,0.7,-1.4
Cc1ccc(N2NC(=O)/C(=C/c3ccc(-c4cc([N+](=O)[O-])ccc4O)o3)C2=O)cc1,0.0,-4.5,0.2,22.4
COc1cc(Nc2nc(-c3ccc(-c4ccccc4)cc3)cs2)c(OC)cc1Cl,-0.7,-1.1,0.0,13.7
Cn1c(=O)c2ncn(CC(=O)N/N=C/c3ccc(O)cc3O)c2n(C)c1=O,1.6,5.4,-0.6,31.9
CC(C)N(CCNC(=O)c1ccc(-c2cccc(N)c2)s1)C(C)C,0.3,-0.1,0.1,0.4
CCOC(=O)C1CCCN(C(=O)C23CC4CC(CC(C4)C2)C3)C1 (stereo not drawn),-0.4,-4.2,0.1,4.1
Cc1cc(-n2c(C)cc3ccccc32)n2nc(C)nc2n1,-0.2,0.6,0.0,-2.5
Cc1noc(N)c1C(=O)Nc1ccc(C(F)(F)F)cc1,-0.5,7.9,0.0,-9.9
Cc1cnc(C(=O)NCCc2ccc(F)cc2)cn1,-0.5,-18.2,0.2,26.8
Cc1ccccc1C(=O)NCCc1ccccc1,-2.8,-19.8,0.3,-4.0

# Other records follow.
SMILES,GPR151 ag,TEAD-YAP inh,FBW7 activator,MITF primary
CCCCNCCOc1ccc2ccccc2c1,-0.8,0.3,0.2,2.6
COc1ccccc1NC(=O)c1ccc(SCC(=O)NCc2ccccc2)c([N+](=O)[O-])c1,-0.1,2.8,0.3,0.8
N#Cc1cc(C(=O)c2cc(F)ccc2O)cn(C2CC2)c1=O,5.9*,11.7,0.0,4.6
O=C(/C=C/c1ccc2c3c(cccc13)CC2)OCC(=O)c1ccc(Br)cc1,0.3,-9.0,-0.1,3.9
Clc1nc(N2CCCCC2)nc(-n2ccnc2)n1,0.5,7.4,0.1,23.4
CN1C(=O)Cc2cc(NC(=O)c3cccc(Br)c3)ccc21,-0.9,-30.4,0.2,18.9
N#Cc1nc(-c2cccc(Cl)c2)oc1N1CCCC1,0.0,-2.0,-0.1,-1.9
Cc1ccc(COc2coc(CN3CCN(c4ccccc4)CC3)cc2=O)cc1,-0.5,3.7,0.0,9.8
CCN(CC)CCOC(=O)c1ccc(C(C)(C)C)cc1,0.9,11.8,0.0,-0.9
CCOC(=O)c1ccccc1NC(=O)CC1SC(=NC)N(C)C1=O (stereo not drawn),-0.8&-0.6,-2.8&7.4,0.1&0.0,-7.9&10.6
Cc1cccc(CN2CCCC(c3nc(C)ncc3-c3ccc(F)cc3)C2)n1 (stereo not drawn),-1.4,6.1,-0.1,8.7
CCOc1ccc(-n2c(C)cc(/C=N/NC(=O)C(N)=O)c2C)cc1,-0.4,-1.6,-0.5,23.7
CCOc1ccc(S(=O)(=O)N/N=C/c2ccc([N+](=O)[O-])o2)cc1,-0.1,-0.9,-0.2,-7.7
C=CCNC(=S)Nc1cc(S(=O)(=O)N2CCOCC2)ccc1-n1cncn1,-1.0,3.4,0.0,-13.2
COc1ccc(C(=O)Nc2ccc3nn(-c4cccc(Cl)c4)nc3c2)cc1[N+](=O)[O-],-0.7,-3.5,-0.2,1.2
CC(=O)N(C)c1ccc(-c2ccccc2)cc1,0.2,-11.3,0.0,5.9
CC(=O)/C=C\[C@@H]1[C@@]2(C)CCCC(C)(C)C2CC[C@@]1(C)O (stereo partly drawn),1.5,4.2,-0.1,3.9
Cc1ccc(C(=O)NNC(=O)c2cccc(C)c2O)cc1,-3.8,-54.0,-0.1,-20.5
CCCn1c(SCC(=O)N2CCc3ccccc32)nnc1-c1ccco1,-0.2,15.9,0.0,-11.1
CC1=C(C(=O)OCc2ccccc2)C(c2cccc(F)c2)C2=C(CC(c3ccccc3)CC2=O)N1 (stereo not drawn),1.3,6.1,0.3,-3.3
Cc1cc(C)nc(N(C#N)C(C)C(=O)N(C)C)n1 (stereo not drawn),0.3,11.1,0.0,7.4
O=C(Cc1ccccc1)Nc1sc2c(c1C(=O)Nc1cccc3ccccc13)CCCCC2,-0.7,-2.4,-0.1,-24.7
CCCOc1ccc(-c2csc(N3CCCC3=O)n2)cc1,-1.7,-3.3,0.3,8.2
COc1ccc(-c2cccc(C(=O)NCc3ccc4c(c3)OCO4)c2)cc1,0.2,1.1,-0.2,-3.2
Cn1c(NCc2ccco2)nc2c1c(=O)n(Cc1ccc(F)cc1)c(=O)n2C,-0.4,5.7,0.1,14.0
O=C(c1cc(-c2cccc(O)c2)on1)N1CCN(c2ccc(F)cc2)CC1,0.4,8.0,0.2,1.4
O=C(O)CC(NC(=O)CCc1ccccc1)c1ccc(Cl)cc1 (stereo not drawn),1.3,5.7,0.3,14.7
Cc1ccc(NC(=O)c2cc(-c3cccs3)nc3ccccc23)cc1Cl,0.9,-3.0,-0.1,-6.2
CN(Cc1ccccc1)Cc1nc2c(c(=O)n(C)c(=O)n2C)n1CCc1ccccc1,0.6,-4.8,0.0,0.2
Cc1nn(C)c(Cl)c1CN1CCN(C2CCCC2)C(CCO)C1 (stereo not drawn),-0.7,1.0,0.0,10.0
O=C1OC(c2ccccc2Cl)=N/C1=C\c1ccc(-c2cccc([N+](=O)[O-])c2)o1,-1.2,3.2,-0.1,6.1
CCOCCCNC(=O)CCNS(=O)(=O)c1ccc(C)cc1,0.6,7.4,0.0,4.5
CC(=O)c1cc(C#N)c(=S)[nH]c1-c1ccccc1,1.8,1.4,0.1,-3.0
COc1ccc(/C=N/NC(=O)CNc2ccc3ccccc3c2)cc1Br,1.3,-0.5,0.0,17.8
O=C1c2cccc3c([N+](=O)[O-])ccc(c23)C(=O)N1c1ccc(Oc2ccccc2)cc1,-0.2,3.2,-0.1,8.7
COc1cccc(-n2nc(C(=O)N3CCCC(C)C3)c3ccccc3c2=O)c1 (stereo not drawn),1.5,-3.3,0.1,3.5
O=C(NCCS(=O)(=O)N1CCN(CCc2ccccc2)CC1)C1CCCC1,1.3,3.6,-0.1,-3.8
CCOC(=O)COc1ccc2c(c1)C(=O)CC(C)(C)O2,-0.4,1.1,-0.1,3.3
CCOc1ccc(NC(=O)CSc2nc3cc(C(=O)NCC4CCCO4)ccc3c(=O)n2CC2CCCO2)cc1 (stereo not drawn),-0.3,5.1,-0.1,8.4
Cc1cccc(C(=O)N[C@H]2C[C@H]3C(=O)N4CCC[C@@H]4C(=O)N3C2)c1,-0.5,-6.4,-0.3,-6.9
FC(F)(F)c1ccc(Nc2nc(NCc3ccccc3)c3ncn(-c4ccccc4)c3n2)cc1,-2.3,-4.8,0.1,6.9
COc1ccc(NC(=O)CN2CCN(S(=O)(=O)c3ccc(Br)cc3)CC2)cc1Cl,0.0,17.6,0.0,-7.7
O=C(COc1cccc(Br)c1)Nc1ccc(S(=O)(=O)Nc2ncccn2)cc1,-0.8,2.6,0.7,9.1
CC(C)(C)c1ccc(C(=O)N(CCO)Cc2cc3cc4c(cc3[nH]c2=O)OCCO4)cc1,0.9,0.9,0.1,8.5
Cc1c(Cl)cccc1NC(=O)CN1C(=O)C2C3C=CC(C3)C2C1=O (stereo not drawn),-0.3,4.3,0.0,16.3
Cc1cc(NC(=O)CSc2nnc(C)n2C)no1,1.0,4.7,-0.1,2.2
Cc1ccc(-c2cnc(SCC(=O)NC(C)C)n2Cc2ccco2)cc1,1.0,1.8,-0.4,1.3
COc1ccc2c(c1)C(C)(CC#N)C(=O)N2C (stereo not drawn),-0.6,1.4,0.1,-7.3
CCOc1ccc(-n2c(=S)sc3c(=O)n(-c4ccccc4)c(SCC(=O)NCCc4ccccc4)nc32)cc1,0.0,-5.6,-0.1,1.6
Cc1cccc(C2CC(=O)NC3=C2C(=O)CC(C)(C)C3)c1 (stereo not drawn),-0.3,4.6,-0.1,-1.6
COc1ccc(-n2nc([N+](=O)[O-])c(=NCc3ccccc3Cl)n2O)cc1,-0.3,-17.1,-0.1,5.4
CC(=O)Nc1ccc(S(=O)(=O)N(CC(=O)O)Cc2ccccc2)cc1,-0.3,3.9,-0.1,3.1
Cc1cccc(NC(=O)CSc2nnc(N3C(=O)c4ccccc4C3=O)s2)c1C,0.7,23.2,0.1,13.1
CCN(CC)c1ccc(/C=N/NC(=O)c2nnn(-c3nonc3N)c2C)c(O)c1,-0.1,2.1,0.0,0.0
CC1CN(c2ccc(Cl)cc2)c2nc3c(c(=O)n(CCCO)c(=O)n3C)n2C1 (stereo not drawn),-1.4,0.5,0.4,-2.8
CC(C)Oc1ccc(C(=O)OCC(=O)NC(=O)C(C)C)cc1,-0.9,5.3,-0.3,2.2
Cc1cccc(C)c1NC(=O)CSc1nc2ccccc2o1,7.6*,13.2,-0.2,3.1
Cc1cc(C)c(C#N)c(SCC(O)CS(=O)(=O)Cc2ccccc2)n1 (stereo not drawn),-0.8,5.7,0.9,7.9
Cc1ccc2nc(NCCNS(=O)(=O)c3ccc(F)cc3)c(C#N)cc2c1,-0.3,-8.1,0.1,3.0
CCOC(=O)N1CCC(N2CCc3nnc(CNC(=O)C(C)CC)n3CC2)CC1 (stereo not drawn),0.1,6.7,0.3,8.2

# Arranged by molecular weight (ascending): four of the compounds above
SMILES,GPR151 ag,TEAD-YAP inh,FBW7 activator,MITF primary
Cc1cc(NC(=O)CSc2nnc(C)n2C)no1,1.0,4.7,-0.1,2.2
Cc1cccc(C)c1NC(=O)CSc1nc2ccccc2o1,7.6*,13.2,-0.2,3.1
CC(=O)Nc1ccc(S(=O)(=O)N(CC(=O)O)Cc2ccccc2)cc1,-0.3,3.9,-0.1,3.1
CC1CN(c2ccc(Cl)cc2)c2nc3c(c(=O)n(CCCO)c(=O)n3C)n2C1 (stereo not drawn),-1.4,0.5,0.4,-2.8

# Next part.
SMILES,GPR151 ag,TEAD-YAP inh,FBW7 activator,MITF primary
Cc1cc(N/N=C/c2ccccc2[N+](=O)[O-])nc(-c2ccccc2O)n1,-0.2,-7.8,-0.1,2.0
O=C(/C=C/c1ccccc1)Oc1coc(CSc2ncccn2)cc1=O,-1.4,2.8,-0.2,10.0
O=C(O)CSc1ccc2ccccc2c1,-0.6,7.5,-0.1,8.8
CC(C)CCNC(=O)CSC1=Nc2ccccc2C2=NC(Cc3ccccc3)C(=O)N12 (stereo not drawn),0.4,-4.4,0.1,-9.2
c1ccc(-c2ccccc2OCCOCCN2CCNCC2)cc1,2.8,9.3,0.0,75.5*

# Assay outcomes as filed in PubChem.

# Compounds as they come. Share with any hit: about 3.4%.
